# Screening data: PubChem, several laboratories
# TNAP act DEA = activates human TNAP at intermediate phosphate acceptor concentration; purified TNAP, CDP-star luminescence, 100 mM DEA, 30 min; active compounds read high; scale: 0 levamisole-inhibited, 1 vehicle-only enzyme; activation factor at 20 µM; 64,000 tested, under 10 active;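 active = activation factor of at least 2 at 20 µM, relative to controls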
# Target sequence (P05186 whole entry, looked up): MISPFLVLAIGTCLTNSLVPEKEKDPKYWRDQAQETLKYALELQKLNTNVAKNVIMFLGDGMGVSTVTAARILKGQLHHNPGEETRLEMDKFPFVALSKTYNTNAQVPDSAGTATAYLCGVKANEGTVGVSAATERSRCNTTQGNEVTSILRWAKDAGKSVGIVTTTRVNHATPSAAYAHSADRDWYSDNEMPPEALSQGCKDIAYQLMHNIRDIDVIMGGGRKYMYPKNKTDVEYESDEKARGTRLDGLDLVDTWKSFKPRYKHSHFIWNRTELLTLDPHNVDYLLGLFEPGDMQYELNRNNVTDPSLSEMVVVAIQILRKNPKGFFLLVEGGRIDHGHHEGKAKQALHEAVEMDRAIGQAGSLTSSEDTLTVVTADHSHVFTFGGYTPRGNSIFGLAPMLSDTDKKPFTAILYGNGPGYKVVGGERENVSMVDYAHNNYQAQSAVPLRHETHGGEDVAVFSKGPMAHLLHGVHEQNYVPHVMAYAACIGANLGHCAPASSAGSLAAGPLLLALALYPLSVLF
# D1 allo mod = allosterically modulates the human D1 dopamine receptor; B-score at 10 µM; HEK293 D1, CRE-luciferase, dopamine EC30 potentiation; actives deviate in either direction; actives 5.9% (n = 58,000); P21728;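 active = luminescence count or its row- and column-corrected plate score outside the 99.7% band of the plate's sample wells, on either side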
# E coli RNAP = Escherichia coli RNA polymerase inhibition. P0A8V2. E. coli RNA polymerase, fluorescence transcription assay. inhibition, %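 (tested at 10 µM)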. actives 0.2% (n = 62,000); in the data active = inhibition above about 20%;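 also: 0% = enzyme without compound and 100% = no enzyme blank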
# M1 antag = antagonists of rat M1 muscarinic receptor. P08482. AID 628. CHO-M1 cells, Fluo-4 calcium, ACh EC80 antagonist mode; active compounds read low. actives 3.4% (n = 64,000). B-score at 10 µM;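 active = calcium fluorescence response, raw or row-and-column corrected B-score, differing from the plate sample mean either way at a set confidence level, mostly lower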
# M1 agonist = M1 muscarinic receptor agonism. CHO-M1 cells, Fluo-4 calcium fluorescence, agonist mode; active compounds read high. actives 3% (n = 64,000). B-score at 10 µM;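 active = fluorescence rise, raw or as B-score row- and column-corrected plate score, outside the 99.7% band of its plate's samples, either direction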
# Jurkat tox 60K = cytotoxicity toward Jurkat cells; Jurkat E6.1 viability, ATP luminescence, 48 h; inhibition, % at 4 µM; actives 1.2% (n = 56,000);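 active = inhibition above the mean inhibition of all tested compounds plus 3 SD, cut at about 28% in these data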
# S1P3 agonist = S1P3 (human) receptor agonism; S1P3 NFAT-BLA reporter cells, FRET ratio; relative to 1 µM S1P, basal subtracted; actives 0.1% (n = 60,000); activation, % at 4.5 µM; AID 373; Q99500;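 active = activation above the screen-wide mean plus 3 SD, cut at about 4.5% in these data, passing the limit was not always enough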; also: some compounds called inactive have numbers as strong as hits
#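 Material: Human S1P3 NFAT-BLA reporter CHO cells | Incubation: Overnight plating, 4 h compound 37 °C, 2 h substrate RT | Signal: FRET β-lactamase substrate fluorescence, excitation 405 nm, 460/535 nm emission ratio, background-subtracted | Compound: 4.5 µM final, single dose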
# HEK293 NFkB inh = inhibitors of the PMA/ionomycin-induced NF-kB reporter in HEK293 cells. HEK-293 NF-kB luciferase reporter, luminescence. inhibition, % at 3 µM. actives 0.21% (n = 62,000);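 active = inhibition above the mean of all tested compounds plus 3 SD, cut at about 40% in these data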;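 also: 0% = stimulated DMSO wells and 100% = 10 µM reference inhibitor 5653914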
#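 Signal: luciferase luminescence; Material: HEK-293 cells with stable firefly luciferase reporter driven by four HIV NF-kB elements; Probe or stimulus: PMA with ionomycin; Replication: tested once; Times: 1 h compound pretreatment, then 16 h stimulation at 37 °C, 5% CO2; Benchmarks: DMSO and 10 µM reference inhibitor; Evaluation: per-plate % inhibition versus controls.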
# S1P1 ag-PAM = S1P1 (human) agonism or agonism potentiation | P21453 | AID 449 | S1P1 CRE-bla cells, forskolin, beta-lactamase FRET, potentiator mode; S1P1 agonist co-added at EC20, 2 nM; 100% = saturating reference agonist, 0% = basal | actives 0.57% (n = 56,000) | activation, % at 9.5 µM;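 active = activation above a cutoff set at the mean activation of all tested compounds plus 3 SD, cut at about 54% in these data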;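 also: forskolin at 4 µM as EC80 and the EC20 agonist is SEW2871; 100% = SEW2871 at its EC100 plus forskolin at EC80; some compounds past the cut are filed as inactive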
# Target sequence (P21453 whole entry, looked up): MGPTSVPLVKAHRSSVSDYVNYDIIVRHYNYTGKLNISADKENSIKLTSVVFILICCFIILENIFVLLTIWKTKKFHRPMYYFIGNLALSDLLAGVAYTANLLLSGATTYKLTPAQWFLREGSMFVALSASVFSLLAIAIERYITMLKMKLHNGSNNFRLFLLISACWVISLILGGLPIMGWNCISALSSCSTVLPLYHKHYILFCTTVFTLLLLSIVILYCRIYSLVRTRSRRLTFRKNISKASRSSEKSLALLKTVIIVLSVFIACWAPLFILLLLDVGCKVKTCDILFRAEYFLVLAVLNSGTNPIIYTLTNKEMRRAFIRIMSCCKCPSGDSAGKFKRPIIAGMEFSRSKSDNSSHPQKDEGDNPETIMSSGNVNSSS
# Starred values were filed as active, the others as inactive; . = no result given.
canonical_smiles	Jurkat tox 60K	S1P3 agonist	HEK293 NFkB inh	E coli RNAP	D1 allo mod	M1 agonist	M1 antag	S1P1 ag-PAM	TNAP act DEA
COc1cccc(-c2nc(CSCC(=O)NCC3CCCO3)c(C)o2)c1 (configuration not stated)	2	-0.9	-17	-2	0.023	0.48	-0.028	-11	1
CCN(CC)c1ccc(NC(=O)c2ccco2)c(C)c1	-4	-0.2	-4	8	-0.079	0.14	-0.4	.	1
CC(=O)c1ccc(N2CCN(C(=O)c3cc4c(=O)n(C)c5ccccc5c4n3C)CC2)cc1	0	-1.5	7	5	0.39	-0.0018	-0.47	-20	1
COc1ccc(-c2cc(=O)n(-c3nc4ccccc4[nH]3)[nH]2)cc1	-4	-0.6	-9	7	.	-0.17	-0.21	-22	1.1
CCOC(=O)c1ccc(N2C(=O)CC(N3CCOCC3)C2=O)cc1 (configuration not stated)	18	0.1	10	6	0.99	0.96	-0.78	.	0.9
Cc1cc(C)nc(NC(=O)c2c(-c3c(Cl)cccc3Cl)noc2C)n1	1	-1.4	12	-6	-0.11	0.1	0.24	-27	0.9
CCC(=O)N1CCc2cc(S(=O)(=O)NC(C(=O)NC(C)c3ccccc3)C(C)C)ccc21 (configuration not stated)	7	-0.4	16	-5	0.98	0.21	-0.2	14	0.9
COc1ccc(C(=O)N2CCC(n3c(C)nc4cc(F)ccc43)CC2)cc1OC	-5	-0.4	19	3	1.3	0.24	-0.33	-11	1
COc1cc(-c2nc(S(=O)(=O)c3ccccc3)c(N3CCOCC3)o2)cc(OC)c1OC	.	.	20	6	5.1*	-0.12	-0.91	.	0.9
COc1ccc(-c2cc(C(=O)O)c(C)o2)cc1OC	16	0.1	-12	5	.	-0.36	-0.16	-7	1
CCc1nn(CC(=O)NCCCN(Cc2ccccc2)C(C)C)c(=O)c2cc3sccc3n12	-2	-1.1	-2	2	0.73	0.16	-0.9	12	0.9
CC(C)c1[nH]nc2c1C(C(C)C)C(C#N)=C(N)O2 (configuration not stated)	5	-0.9	2	5	-0.68	0.013	0.27	18	1
CCCCNC(=O)CCCn1c(=O)c2ccccc2n(CC(=O)NCCC2=CCCCC2)c1=O	1	-1.1	21	3	.	.	.	0	1
O=C1C2C3C=CC(C3)C2C(=O)N1c1nccs1 (configuration not stated)	0	-1.1	-4	1	0.0022	0.58	0.03	-11	1
CCc1c(C)nc2cc(-c3ccc(OC)cc3)[nH]n2c1=O	-2	-0.2	-10	-1	.	0.0035	-0.12	3	0.9
CCC(=O)Nc1ccc(NC(=O)c2cc3ccccc3o2)cc1	4	-1.2	15	-1	-0.25	0.068	-0.21	-10	0.9
O=C(NCCCN1CCN(c2ccccc2F)CC1)Nc1ccc(F)cc1	11	-0.9	4	12	-0.6	-0.56	-0.74	8	1
CC1=C(Sc2ccccn2)C(=O)NC(C)(C)C1	2	-0.5	7	5	-0.53	0.25	0.8	7	0.9
O=C(Nc1ccc(Oc2ccccc2)cc1)C1CCN(c2ncccn2)CC1	3	-0.9	19	2	-0.65	0.35	0.28	9	0.9
CC12CC(NC(=O)N1CCc1ccccc1)c1cc(Cl)ccc1O2 (configuration not stated)	-1	-0.3	8	2	-0.38	0.05	-0.012	4	1
O=C(c1ccccc1)N(Cc1ccccc1)c1ccccn1	-4	-0.9	8	.	5.8*	1.1	-0.04	-14	0.9
COc1ccc(C2C(C#N)=C(N)Oc3cc(C)n(Cc4ccncc4)c(=O)c32)cc1 (configuration not stated)	10	-1.1	17	8	0.55	0.27	0.0088	-20	1
Nc1nc(SCC(=O)N2CCCc3ccccc32)n(-c2ccccc2)n1	0	-0.5	14	7	-0.021	-1	0.072	-12	1
COc1cccc(C2/C(=C(/O)c3ccncc3)C(=O)C(=O)N2CCCN2CCOCC2)c1OC (configuration not stated)	-2	-0.7	8	11	-0.12	-0.057	-0.018	-5	0.9
c1ccc(CCc2nn3c(-c4ccncc4)nnc3s2)cc1	-1	-0.7	14	4	-0.061	-0.97	0.59	49	0.9
CCCC1=C(C(=O)OCC)C(c2cc(Cl)cc(OC)c2OCC(=O)OCC)NC(=O)N1 (configuration not stated)	-4	0.5	14	3	0.17	-0.14	0.36	-30	0.9
Cc1ccc(Nc2nc(C(=O)N3CCC(C(=O)N4CCN(C)CC4)CC3)cs2)cc1	0	-0.3	6	1	-0.11	-0.022	1.6	12	0.9
S=c1[nH]nc(C2COc3ccccc3O2)o1 (configuration not stated)	-2	-0.5	12	4	.	1	0.51	0	0.9
O=C(NCCCn1ccnc1)NC(C(F)(F)F)C(F)(F)F	-4	-0.9	14	6	-0.15	-0.21	0.34	-17	0.9
CCOC(=O)c1ccc(S(=O)(=O)N2CCC(C(=O)OCC)CC2)cc1	20	-1.2	9	7	-0.64	0.59	-0.36	7	0.9
CCCc1cc(C(=O)Nc2sc(C)c(CC)c2C#N)no1	7	-0.9	12	-1	-0.48	0.014	-0.4	74*	1
CCOC(=O)N1CCN(S(=O)(=O)c2cc(OCC(N)=O)c(C)cc2Cl)CC1	0	-0.8	6	7	-0.2	0	0	.	0.9
COc1ccc(NC(=O)C(c2ccc(OC)cc2)N(C)C(=O)c2cnccn2)cc1 (configuration not stated)	.	.	11	-3	0.11	0.64	0.33	.	0.9
COC(=O)c1nc(NC2=NCCCCC2)n[nH]1	0	0.2	9	6	0.48	0.5	0.37	-7	0.9
C=CCN1C(=NC(=O)CCCC(=O)O)SC2CS(=O)(=O)CC21 (configuration not stated)	2	-0.3	12	7	-0.074	-0.13	-0.22	1	0.9
O=C(Cn1cc(C(=O)c2ccco2)c2ccccc21)NC1CCCC1	6	-0.1	1	7	-0.42	0.55	-0.49	-14	0.9
CCN(CC)C(=O)Cn1c(=O)n(-c2ccccc2)c(=O)n1CC(=O)N(CC)CC	0	0.0	20	8	-0.14	0.83	-0.24	.	0.9
COC(=O)c1ccccc1NS(=O)(=O)c1cn(C)c(=O)n(C)c1=O	2	-0.7	14	-13	-0.083	-1.2	-1.6	-4	1
COc1cccc(-c2nc(NCCN3CCOCC3)c3ccccc3n2)c1O	.	1.6	.	.	.	7.4	-1.9	-6	0.9
Cc1cc(C)nc(N2CCCC(C(=O)NC(C)CCc3ccco3)C2)n1 (configuration not stated)	-2	1.1	11	1	-0.31	0.55	1	3	0.9
COc1ccc2[nH]c(=O)c(CN(C(=O)c3ccccn3)C3CCCCC3)cc2c1	-10	-0.1	-3	9	1.4	1	-1.1	-38	0.9
N#Cc1nc(COc2ccccc2)oc1N1CCOCC1	4	-0.7	11	5	0.88	-0.09	0.54	-4	0.9
O=C(CCn1nnc(-c2cccs2)n1)NC1CCCCC1	-6	0.5	18	3	-0.19	1.3	0.35	-4	0.9
COCCNC(=O)C(C#N)c1nc2ccccc2nc1N1CCCCCC1 (configuration not stated)	3	-1.3	8	-11	0.73	0.18	-0.15	-4	0.8
O=C(O)C1CC(=O)N(Cc2ccccc2)C1 (configuration not stated)	-6	0.5	1	9	-0.21	-0.76	1.8	.	0.9
CCn1c(SCC(=O)c2ccc(OC)cc2)nnc1C(C)NC(=O)c1ccc(OC)cc1 (configuration not stated)	3	-1.1	6	0	-0.35	0.037	-0.046	.	0.9
O=S(=O)(/N=C(\c1ccccc1)N1CCOCC1)c1cccs1	6	-0.4	-1	7	-0.68	0.25	-0.91	.	0.8
Clc1ccc(-c2nnc3sc(-c4ccc(Br)o4)nn23)c(Cl)c1	-5	0.2	8	1	-0.42	-0.38	-0.5	-16	0.9
Cn1c(=O)c(=O)n(C)c2cc(S(=O)(=O)NCCc3ccccc3)ccc21	-9	-1.4	0	9	.	0.7	0.99	3	1
COc1ccc(NC(=O)C2CCCN(S(=O)(=O)c3c(C)n[nH]c3C)C2)c(OC)c1 (configuration not stated)	6	-0.1	-7	2	-0.2	0.032	0.49	-1	0.9

# Complete entries as entered above. Order of values: Jurkat tox 60K | S1P3 agonist | HEK293 NFkB inh | E coli RNAP | D1 allo mod | M1 agonist | M1 antag | S1P1 ag-PAM | TNAP act DEA
# O=C(Cn1cc(C(=O)c2ccco2)c2ccccc21)NC1CCCC1 in the list: 6 | -0.1 | 1 | 7 | -0.42 | 0.55 | -0.49 | -14 | 0.9
# CCn1c(SCC(=O)c2ccc(OC)cc2)nnc1C(C)NC(=O)c1ccc(OC)cc1 (configuration not stated) in the list: 3 | -1.1 | 6 | 0 | -0.35 | 0.037 | -0.046 | . | 0.9
# Cc1ccc(Nc2nc(C(=O)N3CCC(C(=O)N4CCN(C)CC4)CC3)cs2)cc1 in the list: 0 | -0.3 | 6 | 1 | -0.11 | -0.022 | 1.6 | 12 | 0.9

# Next entries:
canonical_smiles	Jurkat tox 60K	S1P3 agonist	HEK293 NFkB inh	E coli RNAP	D1 allo mod	M1 agonist	M1 antag	S1P1 ag-PAM	TNAP act DEA
Cc1nnc(SCC(=O)Nc2ccc3c(c2)OCO3)o1	.	.	-4	11	.	-0.94	0.68	.	1
O=C(Nc1ccc(Oc2ccc(S(=O)(=O)N3CCOCC3)cn2)cc1)c1ccco1	16	-0.3	16	6	-0.025	-1.7	-0.62	27	0.9
CCn1c(SCc2ccc(C)cc2)nnc1-c1cnccn1	-4	-1.0	10	3	0.0053	-0.65	-0.23	-14	1
CCCCNC(=O)c1c(N)n(/N=C/c2ccccn2)c2nc3ccccc3nc12	.	.	13	4	.	-0.48	-0.024	.	0.9
Cc1cccc(Nc2nc(N)nc(CN3CCC(C)CC3)n2)c1C	2	-0.9	7	.	0.17	0.13	-0.55	.	.
CCn1ncc(CN2CCN(C(=O)Nc3ccccc3C(=O)OC)CC2)c1C	3	-0.6	20	8	0.07	-0.11	0.11	-12	0.9
COc1ccc2nc(NC3=NCN(CC4CCCO4)CN3)nc(C)c2c1 (configuration not stated)	3	0.1	20	4	-0.38	0.47	-0.63	11	0.9
Cn1cc(S(=O)(=O)Cc2ccc(F)cc2)c2ccccc21	4	-0.5	-1	-7	-0.37	-0.29	0.19	5	0.9
Cc1occc1C(=O)Nc1cccc(Cn2cccn2)c1	8	-0.4	-9	.	.	0.92	-0.35	-23	0.9
C=CCn1c(=O)c(C(=O)NCCN(CC)CC)c(O)c2ccccc21	.	-0.1	.	9	.	0.0046	-0.48	-1	0.9
CCN1C(=O)/C(=C2\SC(=S)N(CC3CCCO3)C2=O)c2ccccc21 (configuration not stated)	-6	-0.5	17	9	1.1	-0.17	0.12	-23	1
CCOC(=O)C1CCN(c2c(NC3CCCc4ccccc43)c(=O)c2=O)CC1 (configuration not stated)	-6	-0.9	-4	9	0.02	0.36	0.039	-6	0.8
CCC(C)n1c(SCC(=O)NC(=O)Nc2ccc3c(c2)OCCO3)nc2ccccc2c1=O (configuration not stated)	6	-1.2	6	3	-0.1	-0.85	-0.46	10	0.8
CCc1ccccc1-n1c(SCC(=O)NC)nnc1-c1cccnc1	-2	0.4	0	-3	-0.5	0.93	-0.16	-7	0.9
CCOc1ccccc1NC1c2ccccc2C(=O)N1c1cccnc1 (configuration not stated)	-6	0.7	-10	4	0.064	-0.62	-0.62	-1	1
O=C(Cn1[nH]c(=O)c2ccccc2c1=O)Nc1ccc2c(c1)CCC2	0	1.3	-4	3	.	-0.92	-0.52	-17	1
CCOC(=O)CCc1c(C)c(C#N)c2nc3ccccc3n2c1-n1ccnc1C	.	0.1	.	13	0.64	-0.059	0.41	-11	0.9
